Screening results as filed in PubChem.
SKKanGAS inh = SKKanGAS growth inhibition | S. pyogenes SKKanGAS, kanamycin growth, BacTiter-Glo, 6 h | inhibition, % at 7.5 µM | 300,000 compounds, 1.3% hits | AID 1662;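 active = mean replicate score, as percent of positive control median, at least 50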;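 also: strain carries kanamycin resistance gene driven by streptokinase promoter and grows in 40 µg/ml kanamycin; loss of luminescence reflects streptokinase promoter inhibition or plain growth inhibition; 0% = median of DMSO wells and 100% = positive control at its reference dose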
MrgX1 agonist = agonists of human MrgX1 receptor | B-score at 10 µM | Q96LB2 | 310,000 compounds, 0.44% hits | MrgX1-HEK293 cells, Fluo-4 calcium fluorescence, agonist mode; active compounds read high;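 active = calcium response B-score plate-corrected fluorescence ratio at least 3 library SD, with starting fluorescence B-score inside 5 SD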
Target sequence (Q96LB2 whole entry, looked up): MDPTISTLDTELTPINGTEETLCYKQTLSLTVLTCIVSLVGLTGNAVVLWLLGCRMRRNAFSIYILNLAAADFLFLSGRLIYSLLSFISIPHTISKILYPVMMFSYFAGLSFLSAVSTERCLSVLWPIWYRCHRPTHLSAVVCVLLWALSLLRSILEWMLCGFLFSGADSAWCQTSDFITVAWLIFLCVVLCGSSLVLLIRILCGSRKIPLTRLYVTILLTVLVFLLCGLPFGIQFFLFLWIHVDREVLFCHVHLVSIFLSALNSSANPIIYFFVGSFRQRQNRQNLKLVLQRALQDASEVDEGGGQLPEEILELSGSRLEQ
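Material: HEK293 cells stably expressing human MrgX1 receptor | Quantity: 15,000 cells per well | Times: Cells plated overnight, dye loaded 0.5 h 37 °C, 0.5 h room temperature | Measured by: Kinetic Fluo-4 NW fluorescence of intracellular calcium | Control set: Positive and negative controls per plate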
MrgX1 PAM = allosterically activates human MrgX1 receptor signaling; 310,000 compounds, 0.63% hits; Q96LB2; AID 588675; B-score at 10 µM; MrgX1-HEK293, Fluo-4 calcium flux, FDSS; active compounds read high;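 active = plate-corrected calcium response at least 3 library SD above typical, normal starting fluorescence, not activating the receptor alone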;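 also: compound read alongside a low EC10 to EC30 dose of BAM8-22 agonist; peak minus trough fluorescence over baseline measured at the second addition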
TRPC4 act = activators of mouse TRPC4 channel; 310,000 compounds, 0.49% hits; HEK293 TRPC4beta/mu-opioid, Fluo4 calcium fluorescence; active compounds read high; AID 2237; Q9QUQ5; B-score at 10 µM;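 active = B-score above 5 SD of library B-scores, and initial fluorescence ratio not above library mean plus 5 SD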;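 also: positive B-score marks a calcium rise read as TRPC4 activation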
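Assay system: HEK293 cells stably co-expressing mouse TRPC4beta and mu-opioid receptor / Timing: Fluo4 dye loading 45 min at room temperature, 110 s recording / Signal: Fluo4 calcium-sensitive dye fluorescence, kinetic, 1 Hz baseline / Read-out: integrated baseline-normalised fluorescence ratio, converted to per-well B score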
TRPC6 inhibitor = inhibitors of mouse TRPC6 channel; Q61143; HEK293-TRPC6, membrane potential dye, ACh-evoked depolarization; active compounds read low; B-score at 10 µM; 310,000 compounds, 1.1% hits;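 active = B-score under library mean minus 3 SD, initial fluorescence not abnormally high, positive integrated signal ratio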;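 also: B-score derived from integrated fluorescence ratio over the kinetic read; more negative B-score means stronger inhibition of depolarization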
TRPC4 inh = inhibitors of mouse TRPC4 channel; Q9QUQ5; HEK293 TRPC4beta/mu-opioid, DAMGO-evoked Fluo4 calcium flux; active compounds read low; B-score at 10 µM; 300,000 compounds, 0.39% hits;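 active = B-score over 3 SD under the library average, no early fluorescence shift, positive overall ratio signal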
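System: stable TRPC4beta/mu-opioid receptor HEK293 cells; Dosing: single-point compound dosing; Measured by: Fluo4 Ca2+ flux fluorescence; Read-out basis: per-well B score of integrated baseline-normalized Fluo4 ratio.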
MrgX1 antag = blocks BAM8-22 activation of human MrgX1 receptor; Q96LB2; MRGX1-HEK293 calcium flux, Fluo-4, BAM8-22 antagonism; active compounds read low; B-score at 10 µM; 310,000 compounds, 1.3% hits; AID 588676;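 active = calcium-response B-score plate-corrected more than 3 library SD below zero, starting fluorescence within 5 deviations, no agonist response on first addition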;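 also: peak minus trough fluorescence over baseline after final BAM8-22 challenge near maximal dose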
TRPC6 act = mouse TRPC6 channel activation; HEK293-TRPC6 membrane potential dye fluorescence; active compounds read high; B-score at 10 µM; 310,000 compounds, 0.13% hits; AID 2550;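 active = B-score of the integrated fluorescence ratio above library mean plus 3 SD, and starting fluorescence ratio within library mean plus 5 SD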;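 also: higher score means more depolarization so channel activation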
TRPC4 potent = TRPC4 (mouse) allosteric potentiation; HEK293 TRPC4beta/mu-opioid, DAMGO EC20, Fluo-4 Ca2+ flux; active compounds read high; B-score at 10 µM; 310,000 compounds, 0.42% hits; AID 2227;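 active = B-score of calcium response area above 5 SD of library B-scores, with initial fluorescence ratio within 5 SD of library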;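 also: B-score of integrated fluorescence ratio over time as area under calcium response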
TMEM16A act = mouse TMEM16A channel activation, primary screen. B-score at 10 µM. 340,000 compounds, 0.3% hits. Q8BHY3. HEK293 TMEM16A/YFP-H148Q/I152L, iodide quench fluorescence; active compounds read low;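 active = fluorescence-ratio B-score plate-corrected deviation score at least 3 library SD below zero, with starting fluorescence score within 5 deviations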;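 also: channel opened by trigger with iodide after compound preincubation; score built on the fluorescence ratio of max minus min over baseline; more negative score means more quench and so TMEM16A activation or potentiation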
ANO1 block = inhibitors of mouse TMEM16A calcium-activated chloride channel. AID 588511. Q8BHY3. normalized B-score (activity score, 25-100; higher = stronger inhibition) at 10 µM. HEK293 TMEM16A/YFP iodide influx fluorescence, ionomycin. 310,000 compounds, 1.2% hits;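 active = ratio plate-corrected score three or more library SD toward inhibition, starting fluorescence score within five deviations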;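 also: score derived from kinetic fluorescence span divided by baseline fluorescence per well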
Numbers without * were called inactive; i = inactive; · = not tested or not shown. Not a hit list. Share with any hit: about 6.7%.

SMILES	SKKanGAS inh	MrgX1 agonist	MrgX1 PAM	TRPC4 act	TRPC6 inhibitor	TRPC4 inh	MrgX1 antag	TRPC6 act	TRPC4 potent	TMEM16A act	ANO1 block
CN(C)CCOC(=O)c1ccc2c(c1)S(=O)(=O)c1ccccc1C2=O	0	i	i	i	i	i	i	i	i	i	i
CC(C)Cc1nc(S(=O)(=O)c2ccc(Cl)cc2)c(N2CCOCC2)o1	-7	i	i	i	i	i	i	i	i	i	i
CC1(OC(=O)CCc2ccccc2)C(=O)C=C2C=C(c3ccc(C#N)cc3)N(CC3CC3)C=C2C1=O (centres undefined)	7	i	i	i	i	i	i	i	i	i	i
Cc1cc(SCc2cc(=O)[nH]c3ccccc23)nc2ccccc12	6	i	i	i	i	i	i	i	i	i	i
NC(=O)C1CCN(c2ncnc3c2c(-c2ccccc2)cn3-c2ccccc2)CC1	1	i	i	i	i	i	-5.2*	i	i	i	i
CC1C(=O)N2CCCc3cc(NC(=O)C(=O)NCCCc4ccccc4)cc1c32 (centres undefined)	2	i	i	i	i	i	i	i	i	i	i
CCCCCC(C)n1[nH]c(=O)c2c(C)cc(C)nc21 (centres undefined)	1	i	i	i	i	i	i	i	i	i	i
CCCOc1ccc(C2C(C(=O)OC)=CN(CCOC)C=C2C(=O)OC)cc1	-4	i	i	i	i	i	i	i	i	i	i
O=C(c1ccco1)N1CCN(c2c(-c3ccccc3)c3cc(Cl)ccc3[nH]c2=O)CC1	11	i	i	i	i	i	i	i	i	i	i
Cc1ccc(-c2cc(C(=O)O)c3ccccc3n2)s1	-4	i	i	i	i	i	i	i	i	i	i
O=C(Cc1ccc(S(=O)(=O)N2CCOCC2)s1)NCCOc1ccccc1	3	i	i	i	i	i	i	i	i	i	i
COC(=O)/C=C1/S/C(=N/NC(=O)c2ccccc2C)NC1=O	2	i	i	i	i	i	-8.2*	i	i	i	i
C/C(=N\NC(=O)c1cccc(S(=O)(=O)N2CCCC2)c1)c1ccccc1F	11	i	i	i	i	i	i	i	i	i	i
CC(C)c1ccc(C2/C(=C(/O)c3ccccc3)C(=O)C(=O)N2CCCN2CCOCC2)cc1 (centres undefined)	4	i	i	i	i	i	i	i	i	i	i
O=C(CC1C(=O)NCCN1Cc1ccc(F)cc1Cl)NC1CCCCCCC1 (centres undefined)	34	i	i	i	i	i	i	i	i	i	i
Cc1cccc2cc(CN(Cc3ccccc3)C(=S)NCCCN(C)C)c(=O)[nH]c12	·	i	i	i	i	i	i	i	i	i	i
CCOc1ccc(OCC(=O)Nc2ccccc2N2CCCC2)cc1	17	i	i	i	i	i	i	i	i	i	i
CNC(=S)N1CCN(c2nc(-c3cccc(OC)c3)cs2)CC1	-9	i	i	i	i	i	i	i	i	i	i
CC1(C)CC(NC(=O)c2ccccc2Cl)CC(C)(C)N1	-1	i	i	i	i	i	i	i	i	i	i
COc1cc(NC(=O)CN2CCCCC2)c(C)cc1[N+](=O)[O-]	2	i	i	i	i	i	i	i	i	i	i
COc1cccc(C(c2nnnn2Cc2ccccc2)N2CCN(C3CCCC3)CC2)c1OC (centres undefined)	0	i	i	i	i	i	i	i	i	i	i
CNC(=S)N(Cc1ccc(OC)cc1)Cc1cc2cc(C)ccc2[nH]c1=O	-9	i	i	i	i	i	i	i	i	i	i
O=C(NNC(=O)c1ccccc1Br)c1ccc(Cl)cc1	-3	i	i	i	i	i	i	i	i	i	i
CC1(C)Cc2ccccc2C(COc2ccccc2)=N1	0	i	i	i	i	i	i	i	i	i	i
COc1cccc(/C=C/C(=O)Nc2ccc3[nH]c(=O)[nH]c3c2)c1	-14	i	i	i	i	i	i	i	i	i	i
CCN(CC(=O)Nc1c(F)cccc1F)C(=O)Cc1ccccc1	1	i	i	i	i	i	i	i	i	i	i
COC(=O)c1ccc(-c2ccc(/C=N/N3C(=O)C4C5C=CC(C6CC56)C4C3=O)o2)cc1 (centres undefined)	7	i	i	i	i	i	i	i	i	i	i
NC(=O)CSc1ccc(-c2ccc(F)cc2)nn1	2	i	i	i	i	i	i	i	i	i	i
CCOc1ccc(C2NC(=S)NC3=C2CCc2ccccc23)cc1 (centres undefined)	4	i	i	i	i	i	i	i	i	i	i
COC(=O)C1CCN(C(=O)/C=C/c2ccc3c(c2)OCO3)CC1	-3	i	i	i	i	i	i	i	i	i	i
O=C(COc1ccccc1)N1CCN(S(=O)(=O)c2ccc(Cl)cc2)CC1	11	i	i	i	i	i	i	i	i	i	i
COCCN(CCOC)C(=O)C1CCN(c2ccc(S(=O)(=O)N3CCOCC3)cc2[N+](=O)[O-])CC1	-6	i	i	i	i	i	i	i	i	i	i
COc1ccc(C(=O)N2CCC(n3c(C)nc4cc(F)ccc43)CC2)cc1	1	i	i	i	i	i	i	i	i	i	i
COc1ccc(CN2C3CCCC2CC(NC(=O)Nc2ccccc2)C3)cc1 (centres undefined)	-3	i	i	i	i	i	i	i	i	i	i
COc1ccc(/C=N/NC2=NS(=O)(=O)c3ccccc32)cc1	-4	i	i	i	i	i	i	i	i	i	i
C=CCc1cc(OC)ccc1OCCOCCC(C(=O)OCC)C(=O)OCC	-12	i	i	i	i	i	i	i	i	i	i
COc1ccc(/C=N/c2oc(-c3ccccc3)cc2C#N)cc1	1	i	i	i	i	i	i	i	i	i	i
Cc1ccc(C(=O)Nc2cccc(C(=O)N/N=C/c3ccc(F)cc3)c2)cc1	8	i	i	i	-6*	i	i	i	i	i	i
O=C(CCS(=O)(=O)Cc1ccccc1)N1CCN(c2ccccc2)CC1	-1	i	i	i	i	i	i	i	i	i	i
O=[N+]([O-])c1cc(CN2CCN(c3cccc(C(F)(F)F)c3)CC2)c2cccnc2c1O	95*	i	i	i	i	i	i	i	i	i	i

Part of the list above, limited to TRPC4 act and SKKanGAS inh.
| SMILES | TRPC4 act | SKKanGAS inh |
| --- | --- | --- |
| COc1ccc(C(=O)N2CCC(n3c(C)nc4cc(F)ccc43)CC2)cc1 | i | 1 |
| COc1ccc(/C=N/NC2=NS(=O)(=O)c3ccccc32)cc1 | i | -4 |

Additional records follow:
SMILES	SKKanGAS inh	MrgX1 agonist	MrgX1 PAM	TRPC4 act	TRPC6 inhibitor	TRPC4 inh	MrgX1 antag	TRPC6 act	TRPC4 potent	TMEM16A act	ANO1 block
O=Cc1cn(-c2ccccc2)nc1-c1ccccc1	-6	i	i	i	i	i	i	i	i	i	i
COc1ccc(C(=O)Cc2ccc(F)cc2)c(OC)c1	5	i	i	i	i	i	i	i	i	i	i
COC(=O)CNC(=O)CCCCC(=O)NCC(=O)OC	-5	i	i	i	i	i	i	i	i	i	i
Cc1cc(-c2ccccc2C(=O)NC2CCCCC2)on1	-9	i	i	i	i	i	i	i	i	i	i
CCC(C)(C)C1CCC(=NNC(=S)Nc2cccnc2)CC1 (centres undefined)	12	i	i	i	i	i	i	i	i	i	i
O=C(Nc1ccc(F)cc1F)C1CCN(c2ncnc3c2sc2cccc(F)c23)CC1	14	i	i	i	i	i	i	i	i	i	i
COc1ccc(C(=O)NCC(=O)N/N=C/c2ccc([N+](=O)[O-])o2)cc1OC	7	i	i	i	i	i	i	i	i	i	i
CCN(N)C(=S)Nc1ccc(F)cc1	3	i	i	i	i	i	i	i	i	i	i
COc1ccc(C(CC(=O)O)NC(=O)COc2cc(C)ccc2C)cc1OC (centres undefined)	-2	i	i	i	i	i	i	i	i	i	i
COc1ccc(C2SCC(C(=O)O)N2C(C)=O)cc1OC (centres undefined)	2	i	i	i	i	i	i	i	i	i	i
COc1ccc(Nc2cc(C)nc3nc(C)nn23)cc1Cl	2	i	i	i	i	i	i	i	i	i	i
Cc1c(-c2cccs2)[n+](=O)c2c(n1[O-])CCCC2	1	i	i	i	i	i	i	i	i	i	i
C=CCOc1ccc(C(c2c(O)nc(SC)[nH]c2=O)c2c(O)nc(SC)[nH]c2=O)cc1	-2	i	i	i	i	i	i	i	i	i	i
COCCCNC(=O)C1=CCN(S(=O)(=O)c2ccc(C)cc2)CC1	-2	i	i	i	i	i	i	i	i	i	i
O=C1CCSc2ccc(Cl)cc2N1Cc1ccc(Cl)cc1	53*	i	i	i	i	i	i	i	i	i	i
CC(=O)c1cccc(NC(=S)NC2CCCCCCC2)c1	·	i	i	i	i	i	i	i	i	i	i
CCOc1ccc(/C=C2/SC(=O)NC2=S)cc1	9	32*	i	i	i	i	i	i	i	i	i
CC(=O)Nc1ccc(C(=O)CSc2nnnn2C(C)C)cc1	-1	i	i	i	i	i	i	i	i	i	i
COc1cc(/C=C2\SC(c3ccc(C)cc3)=NC2=O)cc(OC)c1OC	1	i	i	i	i	i	i	i	i	i	i
C/C(CCc1ccc2c(c1)OCO2)=N\NC(=O)c1ccccc1Cl	0	i	i	i	i	i	i	i	i	i	i
C[C@@H](NC(=O)[C@@H]1Cc2ccccc2CN1)C(=O)Nc1ccc2c(c1)OCCO2	12	i	i	i	i	i	i	i	i	i	i
Cc1sc2nc(COC(=O)c3ccc(N4CCCC4)c([N+](=O)[O-])c3)[nH]c(=O)c2c1C	16	i	i	i	i	i	i	i	i	i	i
CCCNC(=O)CN1C(=O)COc2ccc(S(=O)(=O)N3CC(C)CC(C)C3)cc21 (centres undefined)	-1	i	i	i	i	i	i	i	i	i	i
CCOC(=O)Cc1c(Sc2ccccc2)c2ccccc2n1C	-3	i	i	i	i	i	i	i	i	i	i
Cn1c2ccc(F)cc2c2ncn(CCCN(CCO)CCO)c(=O)c21	0	i	i	i	i	i	i	i	i	i	i
COc1ccc(S(=O)(=O)NCC(=O)N(CC(=O)NCc2ccccc2)Cc2ccco2)cc1	-11	i	i	i	i	i	i	i	i	i	i
COC(=O)C1C(=O)CC(C)(O)C(C(=O)OC)C1/C=C/c1ccccc1 (centres undefined)	·	i	i	i	i	i	i	i	i	i	i
CCCOc1ccc(/C=C/C(=O)Nc2ccc([N+](=O)[O-])cc2)cc1	27	i	i	i	i	i	i	i	i	i	i
